IL2 activator = activators of IL-2 | IL-2 activation reporter assay, cell-based qHTS; stimulated with anti-CD3/CD4/CD28 beads; in transgenic mouse T cells | activation, % (series mostly up to about 46 µM) | hit rate 0.065% among 360,000; in the data active means activation above about 50%; inconclusive means mostly about 30% to 49%; further: 0% is about no effect
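Unstimulated transgenic mouse T cells preincubated 60 min with compound, then stimulated with anti-CD3/anti-CD4-coated beads plus anti-CD28 for 18 h at 37 degrees C. IL-2 response read as EGFP and DsRed fluorescence by plate cytometry.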
EPAC1 ag = agonists of human EPAC1; Potency, µM (doses to about 154 µM), for the others: at the highest dose activation, usual class: activators; O95398; hit rate 0.073% among 360,000; EPAC1 agonist qHTS, biochemical assay; response scale: 100% = response to 6.5 mM cAMP; further: potency means the concentration at half of the fitted maximal effect; nearly all actives have a fitted effect of over 60% in size
Target sequence (O95398 whole entry, looked up): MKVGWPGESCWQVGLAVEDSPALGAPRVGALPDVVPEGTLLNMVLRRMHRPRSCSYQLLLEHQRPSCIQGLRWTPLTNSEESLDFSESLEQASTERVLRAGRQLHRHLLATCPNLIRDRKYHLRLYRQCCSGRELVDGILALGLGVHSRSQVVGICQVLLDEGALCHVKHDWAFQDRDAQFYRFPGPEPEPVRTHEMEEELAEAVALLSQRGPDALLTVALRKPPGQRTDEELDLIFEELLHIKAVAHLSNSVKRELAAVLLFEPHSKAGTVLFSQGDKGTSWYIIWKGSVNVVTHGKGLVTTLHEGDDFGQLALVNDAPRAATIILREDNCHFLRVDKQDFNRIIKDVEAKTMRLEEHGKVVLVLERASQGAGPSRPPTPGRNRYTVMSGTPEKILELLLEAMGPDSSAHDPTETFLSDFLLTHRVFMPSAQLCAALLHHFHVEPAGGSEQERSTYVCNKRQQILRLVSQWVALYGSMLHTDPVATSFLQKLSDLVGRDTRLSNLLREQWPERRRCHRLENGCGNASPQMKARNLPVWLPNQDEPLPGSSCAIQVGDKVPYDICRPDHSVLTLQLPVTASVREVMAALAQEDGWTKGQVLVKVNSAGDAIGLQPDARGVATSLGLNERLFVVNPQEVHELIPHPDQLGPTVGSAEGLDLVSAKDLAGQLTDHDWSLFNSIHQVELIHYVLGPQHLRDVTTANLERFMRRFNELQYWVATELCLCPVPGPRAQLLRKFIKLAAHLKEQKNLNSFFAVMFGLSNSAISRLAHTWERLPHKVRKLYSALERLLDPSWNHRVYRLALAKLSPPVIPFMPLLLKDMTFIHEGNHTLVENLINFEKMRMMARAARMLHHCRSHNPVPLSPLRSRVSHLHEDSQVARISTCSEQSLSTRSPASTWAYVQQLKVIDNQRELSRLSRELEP
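Nucleotide exchange by EPAC1 (100 nM) on Rap1B–BODIPY-GDP (250 nM) in the presence of 50 uM GDP is tracked fluorescently at 480/540 nm over 30 min. Signals are normalized to a 6.5 mM cAMP control.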
EPAC1 antag = antagonists of human EPAC1; EPAC1 GEF assay, Rap1b-BODIPY-GDP exchange fluorescence; Potency, µM (titrated, usually from 115 µM), for inactives: at the highest dose activity change, negative = inhibition, usual class: inhibitors; hit rate 0.14% among 360,000; AID 720709;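 further: potency means the concentration at half of the fitted maximal effect; plate controls were vehicle for no effect and positive control for full effect; nearly all actives have a fitted effect of over 50% in size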
Abeta yeast res = restores growth of yeast expressing A-beta42 peptide | yeast expressing A-beta42, growth rescue, OD600, 48 h; response scale: 0% DMSO, 100% iron-clioquinol control | Potency, µM (top dose mostly 46.1 µM), for the others: top-dose growth rescue, most hits filed as activators | hit rate 0.063% among 410,000; further: potency means the concentration at half of the fitted maximal effect; nearly all actives have a fitted effect of over 55% in size
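Yeast growth medium received pinned compounds, then yeast cells expressing toxic A-beta were added; plates incubated at 30 C for 48 hr. Growth read as absorbance at 600 nm, normalized to DMSO and equimolar FeCl3 plus clioquinol controls.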
WRN helicase inh = inhibitors of human WRN helicase. Potency, µM (series often up to 114 µM), for the others: top-dose activity change, negative = inhibition, hits mostly inhibitors. AID 651768. hit rate 0.46% among 360,000. WRN helicase unwinding, fluorescent forked duplex, kinetic. Q14191; further: potency means the concentration at half of the fitted maximal effect; on the % scale 0 is the no-effect control and ±100 the full control effect; nearly all actives have a fitted effect of over 55% in size
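Kinetic red-fluorescence monitoring (525/598 nm) tracks WRN helicase activity after 100 nM fluorophore-quencher forked duplex and 2 mM ATP are added to 20 nM enzyme pretreated 15 min at room temperature with compound.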
PI5P4K alpha inh = inhibitors of human PI5P4K alpha; P48426; PI5P4Kalpha enzyme, ADP-Glo luminescence, 60 min; hits give low values; max response, %; hit rate 1.2% among 330,000; AID 652105; active means max response of -50% or lower; inconclusive means between -30% and -50%; inactive means -30% or higher; further: value at the top dose of about 77 µM; on the % scale 0 is the no-effect control and ±100 the full control effect
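ADP-Glo luminescence end-point after a 60 min room-temperature kinase reaction. PI5P4Kalpha and substrate in HEPES pH 7.4 buffer with EGTA, 0.1% CHAPS and 5% DMSO; ATP at 5 microM final.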
PLK1 PBD inh = PLK1 (human) polo-box domain binding inhibition; P53350; Plk1 PBD binding of FITC phosphopeptide, fluorescence polarization; Potency, µM, for the others: max response, negative = inhibition, most hits filed as inhibitors; hit rate 2.8% among 360,000; further: potency means the concentration at half of the fitted maximal effect; series mostly up to about 57 µM; on the % scale 0 is the no-effect control and ±100 the full control effect; nearly all actives have a fitted effect of over 65% in size
FUS suppressor = rescues growth of FUS-expressing yeast. S. cerevisiae FUS-expressing, growth rescue, OD600, 24 h. hit rate 0.24% among 390,000. Potency, µM (doses to about 76.6 µM), without a hit: at the highest dose growth rescue (activation), hits mostly activators;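 further: potency means the concentration at half of the fitted maximal effect; plate controls were DMSO vehicle for no effect and reference control for full effect; nearly all actives have a fitted effect of over 55% in size; some results filed as inactive show a strong effect at the top dose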
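Read-out: OD at 600 nm after 24hr at 30C, reporting rescue of FUS-induced yeast toxicity. Cells at OD 0.005 in galactose (2%) minimal medium; compounds tested in a dilution series; CP55940 titration from 92uM final as control.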
Numbers without * were called inactive; ? = inconclusive; / = no result given; [ ] = another dose, or the depositor's remark. Unless noted, the call rests on the fitted dose curve; in most records, active means well fitted curve in the direction sought with a large enough effect; inconclusive means small, poorly fitted or top-dose-only effect, or another doubt; inactive means no such curve, though single readings can be large; an effect the other way counts as inactive or inconclusive.

SMILES	IL2 activator	EPAC1 ag	EPAC1 antag	Abeta yeast res	WRN helicase inh	PI5P4K alpha inh	PLK1 PBD inh	FUS suppressor
O=C(CSc1ncn(-c2ccccc2)n1)Nc1nncs1	2.1	8%	?	-4%	2%	-2	-5%	-15%
COc1ccc(OC)c(N(CC(=O)NCCSCc2ccco2)S(=O)(=O)c2ccc(OC)c(OC)c2)c1	-3.2	4%	14%	15%	-34%	-5	3%	14%
COc1ccccc1NS(=O)(=O)c1cccc(NC(=O)NCCCl)c1	-4.1	-9%	4%	9%	1%	?	27µM*	18%
COc1ccc(/C=C/C(=O)c2ccc(O)cc2)cc1COc1ccc(F)cc1	-1.3	12%	10%	3%	-6%	/	0%	8%
Nc1nn2cc(-c3ccccc3)nc2c2ccccc12	-0.9	2%	?	-80%[inhibitor]	-30%	274	-9%	22%
N#Cc1c(NC(=O)CCCN2C(=O)c3ccccc3C2=O)oc(-c2ccccc2)c1-c1ccccc1	0.1	-1%	-2%	-8%	0%	-7	-9%	8%
O=C(O)CCCN1C(=O)C2C3CC(C2C1=O)C1C(c2ccccc2)c2sc(=O)[nH]c2SC31 (stereo unspecified)	0.2	10%	4%	2%	2%	-1	-21%	3%
COc1ccc(NS(=O)(=O)c2ccc(C(=O)N3CCCCCC3)cc2)cc1	-0.3	0%	8%	-1%	-5%	-3	-2%	16%
FC(F)(F)c1ccc2c(c1)[nH]c(=S)n2C1CC1	4.3	1%	-4%	-12%	-8%	-13	-30%	32%
CN(C)Cc1c(O)ccc2occ(C(O)c3ccccc3)c12 (stereo unspecified)	0.3	7%	3%	9%	-14%	3	-5%	0%
COC(=O)c1ccc(C)c(NC(=O)COC(=O)C2CC3CCCC(C2)C3=O)c1 (stereo unspecified)	-3.3	0%	13%	1%	13%	-5	-2%	17%
CSc1ccccc1NC(=O)c1ccccc1N(Cc1ccccc1)S(C)(=O)=O	-0.9	4%	4%	5%	-6%	/	-14%	31%
CC(=O)c1ccc2c(ccc3ccccc32)c1	-0.7	7%	-9%	-1%	-1%	7	-7%	-33%
CCOc1cccc(-c2c(C(=O)N/N=C/c3ccc(Br)cc3)nnn2-c2nonc2N)c1	0.1	7%	2%	/	-6%	-8	2%	7%
CCC(C(=O)Nc1ccc2c(c1)OCCO2)n1nnc2ccccc2c1=O (stereo unspecified)	-2.7	7%	9%	11%	0%	-1	0%	-2%
O=S(=O)(c1cccc2nsnc12)N1CCN(C/C=C\c2ccccc2)CC1	-1.9	11%	-1%	7%	-1%	/	-5%	6%
O=C(C1CCN(S(=O)(=O)c2ccc(Cl)cc2)CC1)N1CCN(c2ccccn2)CC1	0.1	-7%	-13%	-8%	-5%	0	-4%	4%
COc1ccc(CCNC2=C(Cl)C(=O)N(Cc3ccccc3)C2=O)cc1OC	-5.3	3%	-18%	1%	-15%	1	-17%	16%
CN(CCc1ccccn1)c1ccccc1	-0.6	-3%	19%	-4%	-5%	0	-8%	-12%
Cc1cc(C)cc(-n2ccnc2SCC(=O)c2c(N)n(C3CC3)c(=O)[nH]c2=O)c1	2.4	-2%	33%[activator]	-5%	12%	-6	-8%	-7%
Cc1nc(N2CCN(S(=O)(=O)c3ccccc3C#N)CC2)c2c(-c3cccs3)csc2n1	-0.5	3%	-6%	/	-2%	-5	-4%	-3%
Cc1cccc(C)c1OC(=O)Cc1ccccc1[N+](=O)[O-]	-0.7	14%	-2%	?	10%	6	-14%	-5%
CC(C)Cn1nc(C(=O)N2CCc3ccccc32)c2ccccc2c1=O	-4.9	19%	-27%	8%	0%	-4	-7%	11%
CCCNC(=O)N1CCN(C(=O)NCCC)CC1	-0.3	-2%	6%	24%	-6%[57.1 µM]	-2	2%	1%
CCOc1ccccc1N(CC(=O)O)S(=O)(=O)c1ccccc1	-1.3	4%	10%	26%	-4%	-1	3%	8%
O=C(Nc1cccc(S(=O)(=O)N2CCOCC2)c1)c1ccc(N2CCCC2=O)cc1	0.0	1%	0%	-6%	-2%	5	-2%	-6%
CN(CCC#N)C(=O)COC(=O)c1ccc2c(c1)C(=O)N(C1CCCCC1)C2=O	-3.7	9%	9%	2%	-7%	6	-5%	10%
Cc1oc(-c2ccccc2F)nc1CN1CCC(C(=O)NC2CC2)CC1	-0.9	-7%	2%	13%	-1%	0	-2%	22%
CC(=O)Nc1cc(S(=O)(=O)C(F)(F)F)ccc1Cl	-2.4	-7%	13%	11%	9%	1	-4%	4%
Cc1nn(C)cc1S(=O)(=O)N1CCCCC1C (stereo unspecified)	-2.5	-1%	-23%	-2%	3%	2	-3%	-14%
COc1ccc(CCN2C(=O)CC(C(N)=O)SC2=Nc2ccccc2)cc1 (stereo unspecified)	-2.5	-5%	14%	-2%	-17%[57.1 µM]	0	0%	14%
CN(C)S(=O)(=O)c1cccc(NC(=S)N/N=C/C2CC=CCC2)c1 (stereo unspecified)	0.0	2%	-24%	-10%	-5%	-1	-17%	12%
O=C(CNC(=O)c1ccccc1Br)N/N=C/c1cc(Br)ccc1O	-0.5	1%	-20%	-3%	-13%	6	-15%	7%
O=C(NNC(=S)Nc1ccccc1C(F)(F)F)c1cccnc1	-0.6	1%	3%	-5%	2%	4	-5%	21%
C=CCOc1ccc(/C=N/n2cncn2)cc1OC	-4.0	-9%	-4%	-5%	7%	0	-2%	7%
CC(=O)C1=C(O)C(=O)N(c2cccnc2)C1c1cccc([N+](=O)[O-])c1 (stereo unspecified)	0.3	10%	-8%	2%	10%	-5	-16%	29%
O=C(c1ccco1)N(Cc1cccs1)C1CCS(=O)(=O)C1 (stereo unspecified)	0.5	14%	-9%	4%	-15%	6	-8%	-2%
CCOc1ccc(CC(=O)Nc2c(C(N)=O)oc3ccc(Br)cc23)cc1OCC	-3.2	1%	-18%	-18%	3%	9	-15%	-24%
CC1CC(C)CN(CCCNC(=O)C2CCCN(c3nnc(N4CCCC4=O)s3)C2)C1 (stereo unspecified)	-0.3	7%	0%	-14%	0%	0	-10%	4%
O=C(COC(=O)CCc1ccc(S(=O)(=O)N2CCOCC2)cc1)NC1CCCCCC1	0.5	-4%	-13%	4%	7%	-2	-1%	/
CC(=O)NC(c1ccc(F)c(F)c1)c1nc(-c2ccc(C)c(C)c2)cs1 (stereo unspecified)	-0.4	-13%	-9%	16%	-4%	4	-2%	-20%
O=C1CC(c2ccccc2)CC(O)=C1C=NCCN1CCN(C(=S)Nc2cccc(Cl)c2)CC1 (stereo unspecified)	-2.6	-1%	3%	11%	-3%	/	-4%	14%
CC(C)(C)c1cc[n+](C2=C([O-])c3ccccc3C(=O)/C2=N\S(=O)(=O)c2cccs2)cc1	-0.9	4%	-4%	-2%	?	-1	-10%	4%
NC(=O)CN1C(=O)C(O)(CC(=O)c2ccccc2O)c2ccccc21 (stereo unspecified)	-0.2	-2%	-13%	-11%	4%	3	-25%	-13%
O=C(O)c1cccc(S(=O)(=O)N(Cc2ccccc2)c2cccc(C(F)(F)F)c2)c1	-0.4	-12%	-17%	-10%	8%	4	-23%	9%
CCCN1CCN(C(=O)CN2C(=O)COc3ccc(S(=O)(=O)N(CC)CC)cc32)CC1	-1.0	-16%	-4%	1%	0%	0	3%	6%
CC[C@]12c3[nH]c4cc(-c5ccco5)ccc4c3CCN1C(=O)[C@@H](CC(=O)NCc1ccco1)C[C@@H]2C(=O)N1CCN(C(=O)c2ccco2)CC1	-0.1	5%	-17%	2%	-3%[11.6 µM]	-3	-2%	?
CC(=O)Nc1ccc(NC(=O)C2CCCN(S(=O)(=O)c3ccc(Cl)cc3)C2)cc1 (stereo unspecified)	-0.9	1%	-4%	-7%	-6%	-9	2%	-38%
CN1CCC(=O)N([C@H](CSc2ccc(Br)cc2)Cc2ccccc2)CC1	-0.1	-2%	-20%	5%	-3%	11	?	-14%
CCOC(=O)C1Nc2ccc(Br)cc2C2C=CCC12 (stereo unspecified)	-2.8	1%	-21%	18%	-21%	?	?	21%
CC(=O)Nc1ccccc1OCc1nnc(-c2ccc(Cl)cc2)o1	-3.2	-4%	-18%	1%	-12%	9	-8%	-16%
COc1ccc(-c2csc3ncnc(N4CCN(S(=O)(=O)c5ccc(C)c(C)c5)CC4)c23)cc1	-5.1	18%	16%	6%	-1%	1	-2%	-2%
CCC1Oc2ccccc2N(CC(=O)N2CC(C)CC(C)C2)C1=O (stereo unspecified)	-0.7	1%	10%	-8%	-3%	2	-13%	3%
c1ccc(Cn2c3ccccc3c3nnc(SCCN4CCCCC4)nc32)cc1	-0.6	8%	-4%	-13%	4%	3	-17%	13%
CCOC(=O)c1c(NC(=O)CSc2ccccc2C(=O)O)sc(C)c1C	-0.9	-2%	-1%	27%	-17%	-24	-17%	10%
COc1cc(CCCN2C(=S)NC[C@H]2Cc2ccc(O)cc2)cc(OC)c1OC	0.2	9%	-15%	2%	-3%	-6	2%	14%
COc1ccc(/C=N/n2c(N)c(S(=O)(=O)c3cccs3)c3nc4ccccc4nc32)cc1OC	-2.0	0%	4%	-15%	-11%	3	-5%	16%
Cc1ccc(-c2cc(-c3ccccc3)nc(NN)n2)cc1	0.8	13%	-8%	?	-5%	11	-7%	19%
CC(=O)Nc1ccc(SCC(=O)c2cc(C)n(-c3ccccc3F)c2C)cc1	-0.4	-4%	-13%	2%	2%	0	19µM*	37%
CCCS(=O)(=O)NC(=O)C1(C)CCN(C(=O)c2ccc(OC(F)F)cc2)C1 (stereo unspecified)	0.6	-4%	14%	4%	9%	-4	4%	6%
CC1(c2ccc(C#N)cc2)NC(=O)N(CC(=O)Nc2cc(S(=O)(=O)N3CCOCC3)ccc2Cl)C1=O (stereo unspecified)	-1.1	11%	-1%	8%	-2%	-7	-5%	?

3 compounds from above, reduced to WRN helicase inh:
| canonical_smiles | WRN helicase inh |
| --- | --- |
| CC(=O)Nc1ccccc1OCc1nnc(-c2ccc(Cl)cc2)o1 | -12% |
| c1ccc(Cn2c3ccccc3c3nnc(SCCN4CCCCC4)nc32)cc1 | 4% |
| Cc1ccc(-c2cc(-c3ccccc3)nc(NN)n2)cc1 | -5% |

Assay outcomes as filed in PubChem BioAssay.
